High-throughput results: PubChem BioAssay, several laboratories
ERa SRC1 pot – enhancers of ERα–SRC-1 coactivator binding, primary screen, biochemical, TR-FRET, ERα LBD, low estradiol; Estrogen receptor (Homo sapiens), P03372; TR-FRET ERalpha-LBD/SRC-Cy5 coactivator binding, 2 h; 100 = basal binding, no effect; coactivator binding (% of control), % at 25.6 µM; actives 1.3% (n = 86,000); in the data active = activity above about 200%;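 also: binding measured in presence of low estradiol as agonist stimulus; 0% = peptide alone without receptor and 100% = receptor with peptide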
Target sequence (P03372 whole entry, looked up, the tested form may be a part): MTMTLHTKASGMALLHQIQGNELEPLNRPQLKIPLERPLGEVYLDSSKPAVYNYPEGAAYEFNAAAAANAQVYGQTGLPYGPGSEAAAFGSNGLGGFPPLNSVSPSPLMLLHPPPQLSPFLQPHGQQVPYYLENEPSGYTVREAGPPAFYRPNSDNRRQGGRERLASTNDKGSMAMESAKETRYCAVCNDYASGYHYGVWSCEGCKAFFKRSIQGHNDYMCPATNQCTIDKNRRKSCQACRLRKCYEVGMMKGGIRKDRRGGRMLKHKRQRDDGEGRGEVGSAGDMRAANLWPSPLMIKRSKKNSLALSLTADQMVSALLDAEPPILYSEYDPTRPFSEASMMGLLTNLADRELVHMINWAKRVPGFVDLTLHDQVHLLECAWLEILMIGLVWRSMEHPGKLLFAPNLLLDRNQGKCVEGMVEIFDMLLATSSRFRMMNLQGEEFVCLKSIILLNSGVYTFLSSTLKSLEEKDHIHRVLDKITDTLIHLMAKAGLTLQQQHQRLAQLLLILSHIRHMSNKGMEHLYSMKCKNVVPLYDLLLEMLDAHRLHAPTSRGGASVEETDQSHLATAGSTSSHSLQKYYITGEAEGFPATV
Lung fibro prol – antiproliferative effect on LL 47 fibroblasts – human, LL 47 cells, CellTiter-Glo luminescence, primary screen; actives 1.1% (n = 85,000); viability, % at 10 µM; LL 47 human lung fibroblast viability, ATP luminescence; active compounds read low;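 active = viability at or below 50% in the single dose screen; inactive = viability above 50%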;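 also: compound exposure lasted 72 h before the ATP readout; 100% = median luminescence of untreated cell-only wells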
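material = human LL 47 lung fibroblast cells | dosing = compounds added from tenfold dosing solution, 0.1% DMSO final | timing = overnight cell rest, 72 h compound treatment at 37 °C | measured by = CellTiter-Glo luminescence measuring cellular ATP | evaluation = % viability versus median cells-only luminescence | control set = cell-only wells, no compound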
H69AR growth 86K – proliferation blockers of H69AR lung cancer cells, primary screen, cell-based, human, 86K library | H69AR lung tumor viability, ATP luminescence, 72 h; active compounds read low | viability, % at 10 µM | actives 6% (n = 85,000);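 active = viability at or below 40%; inactive = viability above 40%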;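 also: multidrug resistant small cell line overexpressing MRP-1 efflux transporter; 100% = mean luminescence of untreated control wells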
Mac1 fbg inh – inhibitors of CD11b/CD18 adhesion to fibrinogen, primary screen, K562 cells, luminescence; ATPlite luminescence; Mn2+ added to activate the integrin; inhibition, % at 10 µM; actives 0.54% (n = 93,000);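 active = primary inhibition of 50% or more at 10 µM, then 40% or more on retest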; also: some results filed as inactive read as strong as hits
CYP2C19 act – human CYP2C19 activators, primary screen, biochemical, luminescence | 96,000 tested, under 10 active | activation factor at 5 µM | recombinant CYP2C19, luciferin-H EGE luminescence; active compounds read high; 0 = fully inhibited enzyme, 1 = untreated enzyme | Cytochrome P450 2C19 (Homo sapiens), P33261 | AID 1025, 2008;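 active = activation factor of at least 2 at 5 µM in the primary screen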;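 also: 0 = wells with 2.5 mM tranylcypromine and 1 = vehicle-only wells; values of inactives mirror those of a sister screen read the other way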
Target sequence (P33261 whole entry, looked up): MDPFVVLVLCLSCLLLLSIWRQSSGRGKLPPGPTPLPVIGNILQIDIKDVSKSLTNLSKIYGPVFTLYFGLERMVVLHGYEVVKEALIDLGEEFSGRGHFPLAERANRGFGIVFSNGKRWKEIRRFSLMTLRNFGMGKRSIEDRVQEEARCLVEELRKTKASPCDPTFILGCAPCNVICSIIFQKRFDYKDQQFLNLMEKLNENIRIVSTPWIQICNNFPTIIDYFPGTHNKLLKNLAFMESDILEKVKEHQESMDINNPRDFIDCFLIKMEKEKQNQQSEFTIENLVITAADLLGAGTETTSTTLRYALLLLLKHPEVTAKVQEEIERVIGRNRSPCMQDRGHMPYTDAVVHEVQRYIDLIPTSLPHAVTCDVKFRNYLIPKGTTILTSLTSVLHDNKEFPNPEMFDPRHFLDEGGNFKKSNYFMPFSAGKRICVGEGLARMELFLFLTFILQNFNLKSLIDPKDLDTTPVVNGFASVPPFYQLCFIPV
Mac1 fbg enh – enhancers of CD11b/CD18 adhesion to fibrinogen, primary screen, K562 cells, luminescence; Integrin beta-2 (Homo sapiens) + Integrin alpha-M (Homo sapiens), P05107+P11215; ATPlite luminescence; activation, % at 10 µM; actives 0.07% (n = 93,000); AID 1499, 2009;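 active = 10 µM primary screen giving 50% or more activity, confirmed by 40% or more on retest at that dose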; also: strong numbers were not always called active
HUVEC inhibit – inhibitors of HUVEC proliferation, primary screen, cell-based, 384-well; CellTiter-Glo luminescence, 72 h; active compounds read low; viability, % at 10 µM (by protocol); actives 1.1% (n = 86,000);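 active = viability at or below 30%; inactive = viability above 30%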;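 also: 100% = median luminescence of DMSO-only cell control wells on each plate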
ERa coact inh – ERα–SRC-1 coactivator interaction inhibitors, primary screen, biochemical, TR-FRET, ERα LBD, estradiol-bound. Estrogen receptor (Homo sapiens), P03372. TR-FRET ER-alpha LBD / SRC-1 peptide. inhibition, % at 25.6 µM. actives 1.7% (n = 86,000); in the data active = inhibition above about 50%;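 also: 0% = receptor plus peptide control and 100% = peptide only without receptor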
CYP2C19 inhib – blockers of cytochrome P450 2C19 activity – biochemical, luminescence, ADME assay, primary screen | P33261 | CYP2C19 Supersomes, luciferin-H EGE luminescence, 30 min | inhibition, % at 5 µM | actives 21% (n = 96,000) | AID 778, 2007;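 active = CYP2C19 inhibition above a set limit at 5 µM in the primary screen, cut at about 50% in these data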;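 also: plate controls were negative control wells for no effect and 2.5 mM tranylcypromine positive control for full effect; values of inactives mirror those of a sister screen read the other way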
Numbers without * were called inactive; . = not tested or not shown; [ ] = another dose, or the depositor's remark.

no.	structure	ERa SRC1 pot	Lung fibro prol	H69AR growth 86K	Mac1 fbg inh	CYP2C19 act	Mac1 fbg enh	HUVEC inhibit	ERa coact inh	CYP2C19 inhib
1	CCOC(=O)N1CCN(C(=O)Cn2nc(C)c3sc4ccccc4c3c2=O)CC1	111	107	104	10	1.1	0	93	-9	-6
2	O=C1c2ccccc2C(=O)N1OCc1ccccc1	105	98	90	28	0.4	0	94	-5	56*
3	Nc1nnc(SCC(=O)Nc2ccc(F)c(Cl)c2)n1-c1ccccc1	107	99	84	-5	0.9	-3	81	3	14
4	CCC(=O)N1CCN(c2ccc(OC)cc2[N+](=O)[O-])CC1	.	.	.	-4	0.8	8	.	.	18
5	O=C(NCC(=O)N(Cc1ccco1)C(C(=O)NC1CCCCC1)c1cccnc1)c1ccco1 (stereo not drawn)	101	101	89	5	0.8	0	98	-1	19
6	Cc1nnc2ccc(N3CCC(C(N)=O)(N4CCCCC4)CC3)nn12	106	108	93	.	.	.	106	-1[fluorescence artefact?]	.
7	CCOCCOC(=O)c1[nH]c2c(c1C)C(=O)CC(c1ccc(N(C)C)cc1)C2 (stereo not drawn)	.	.	.	8	0.6	1	.	.	38
8	COc1ccc(OCC(O)CN2CCCCC2)cc1 (stereo not drawn)	141	99	92	-6	0.9	-3	104	-1	10
9	Clc1cccc(-c2cc3nc4c(c(N5CCNCC5)n3n2)CCCC4)c1	101	1.9*	1.9*	.	.	.	1.1*	4	.
10	COc1cc(C2c3sc(=O)[nH]c3SC3C4CCC(C4)C23)ccc1O (stereo not drawn)	.	.	.	2	0.5	4	.	.	51*
11	O=C(Nc1cccc(F)c1)c1ccccc1	81[fluorescence artefact?]	98	98	.	0.8	.	98	11	17
12	O=C1CCCC2=C1C1(CCCCC1)N=C(Nc1nc3ccccc3s1)N2	105[fluorescence artefact?]	101	100	-12	1.2	-3	91	11	-16
13	CSc1nnc(-c2sc3cc(C(F)(F)F)cnc3c2-c2ccccc2)n1C	87[fluorescence artefact?]	60	25*	-45	0.7	2	65	3	25
14	Cc1ccccc1-n1nc(C)c2cc(C(=O)N3CCOCC3)sc21	99	99	82	6	0.8	-4	87	-4	21
15	CC(=O)NS(=O)(=O)c1cccnc1Nc1cccc(Cl)c1	.	.	.	-6	0.9	2	.	.	9
16	CC1Cc2ccccc2N1C(=O)CN1CCc2ccccc2C1 (stereo not drawn)	106	88	95	-2	0.1	0	102	-6	92*
17	Cc1ccc(S(=O)(=O)N2CCN(C(=O)CCC(=O)OCC(=O)Nc3cccc(C#N)c3)CC2)cc1	98	95	95	6	0.2	-2	96	0	78*
18	C/C(=N/NC(=O)Cc1cccn1C)c1ccccc1	117	94	100	.	0.8	.	102	-14	21
19	CCCCN(CC)CCCNC(=O)c1cc2c(=O)n(C)c3ccccc3c2n1C	111	83	61	.	.	.	86	1	.
20	COc1ccc2[nH]c3c(=O)n(CCCCC(=O)N4CCC(C(N)=O)CC4)c(=S)[nH]c3c2c1	83	107	91	2	1.1	-5	105	-12	-13
21	O=C(N/N=C/c1ccc2c(c1)OCO2)c1sc2cccc(Cl)c2c1Cl	.	.	.	3	1	42	.	.	-4
22	CSc1ncc(Cl)c(C(=O)Nc2ccc(S(=O)(=O)N3CCOCC3)cc2)n1	115	109	85	-4	1	-5	88	-4	-1
23	CCOC(=O)C(C(=O)OCC)C1N=C(N)N=C2Oc3ccccc3N21 (stereo not drawn)	109	93	94	-2	0.9	0	91	-2	8
24	CCOC(=O)c1c(NC(=O)/C=C/c2ccc3c(c2)OCO3)sc(C)c1C	.	.	.	13	0.9	-2	.	.	8
25	CCOc1ccccc1C(=O)NC(C(=O)Nc1ccccc1N1CCOCC1)C(C)C (stereo not drawn)	121	99	83	-11	0.6	-2	100	-6	38
26	CCOC(=O)COc1cccc2c(=O)n(CC(=O)N3CCN(C(=O)OCC)CC3)ccc12	99	101	86	.	.	.	105	-1	.
27	O=c1c(C/C=C/c2ccccc2)c(O)nc2n1CCCS2	112	96	92	-4	0.7	0	84	6	33
28	Cn1c(=O)c2c(SCc3ccccn3)nc(CC(C)(C)C)nc2n(C)c1=O	110	91	63	-16	0.9	7	81	2	9
29	O=S(=O)(c1ccccc1)N(Cc1ccccc1)c1ccccn1	107	102	90	-8	0.3	-3	105	1	67*
30	CCS(=O)(=O)C(=C1Nc2ccccc2N1)S(=O)(=O)CC	94	98	99	.	.	.	96	-10	.
31	CC(C)OC(=O)c1cccc(C(=O)OCc2ccco2)n1	101	88	41	4	0.8	-4	80	-1	15
32	Cc1ccccc1CSCC(=O)c1c(N)n(CC(C)C)c(=O)n(C)c1=O	101	89	65	3	0.7	-2	89	4	30
33	COc1cccc2c(=O)n(CC(=O)N3CCCCC3)ccc12	80	96	97	3	0.7	5	105	3[fluorescence artefact?]	26
34	Cc1cc(C)c2c(N)c(C(=O)Nc3ncc(C)s3)sc2n1	91	85	66	.	.	.	75	7	.
35	COCCN(CC(=O)Nc1ccc(F)cc1)S(=O)(=O)c1ccc(S(=O)(=O)N2CCCC2)cc1	119	102	91	13	1	-6	65	-8	4
36	CCC(=O)NCCCCNC(=O)CC	86	102	91	-7	1.1	2	91	5	-12

Results in ERa SRC1 pot and HUVEC inhibit (4 entries from above):
entry	SMILES	ERa SRC1 pot	HUVEC inhibit
29	O=S(=O)(c1ccccc1)N(Cc1ccccc1)c1ccccn1	107	105
30	CCS(=O)(=O)C(=C1Nc2ccccc2N1)S(=O)(=O)CC	94	96
31	CC(C)OC(=O)c1cccc(C(=O)OCc2ccco2)n1	101	80
32	Cc1ccccc1CSCC(=O)c1c(N)n(CC(C)C)c(=O)n(C)c1=O	101	89

The list goes on:
no.	structure	ERa SRC1 pot	Lung fibro prol	H69AR growth 86K	Mac1 fbg inh	CYP2C19 act	Mac1 fbg enh	HUVEC inhibit	ERa coact inh	CYP2C19 inhib
37	COc1ccc(C(C)=O)cc1CSc1nnc(C)s1	106	95	82	1	0.3	-6	100	-3	66*
38	COc1ccc(N(CC(=O)Nc2ccc(C)cn2)S(=O)(=O)c2c(C)noc2C)cc1	112[fluorescence artefact?]	92	98	.	0.3	.	96	5	73*
39	CCOC(=O)C1CCN(Cc2coc3c(Cl)cc(Cl)cc3c2=O)CC1	100	95	88	.	0.9	.	94	-2	7
40	COc1cccc(-c2nn(-c3ccccc3)cc2C(=O)n2nnc3ccccc32)c1	105	99	19*	-2	1.2	4	68	8[fluorescence artefact?]	-16
41	COc1cc(S(=O)(=O)N2CCC(O)(c3cccc(C(F)(F)F)c3)CC2)ccc1-n1cnnn1	128	91	41	-6	0.7	4	90	5	32
42	CCCCn1c2c(c(=N)c3c1CCC3)CCC2	103	79	87	17	1.3	-2	79	-16[fluorescence artefact?]	-26
43	CN1CCN(CC(=O)NC2CCCCC2)CC1	106	89	94	-9	1	-2	82	-3	3
44	COc1ccc(CCC(=O)N2c3ccccc3CC2C)cc1 (stereo not drawn)	120	98	85	-6	0	7	95	-6	96*
45	CC(=O)[C@@]1(O)CC[C@H]2[C@@H]3CCC4=CC(=O)CC[C@]4(C)[C@H]3[C@@H](O)C[C@@]21C	104	94	92	.	.	.	97	-2	.
46	O=C(CCC(=O)N1CCN(C2CCCC2)CC1)Nc1nnc(C(F)(F)F)s1	.	.	.	84	1	-1	.	.	0
47	c1coc(-c2nnc3sc(C4CCCCC4)nn23)c1	95	102	80	16	1	-3	98	-4	5
48	CCOc1ccc(-c2nn3c(-c4ccc(F)cc4)nnc3s2)cc1	180[fluorescence artefact?]	97	97	.	.	.	105	2[fluorescence artefact?]	.
49	Cc1ccoc1C(=O)Nc1cccc(Oc2ccccc2)c1	90	103	112	13	0.9	1	102	0	5
50	O=C(c1ccccc1)N1CCCC(C(=O)N2CCc3ccccc3C2)C1 (stereo not drawn)	100[fluorescence artefact?]	94	74	-4	0.8	-1	94	-5	16
51	CCN(CC(=O)NC(c1ccccc1)c1ccccc1)Cc1nc2ccccc2c(=O)[nH]1	109	99	53	10	0.4	16	88	3	65*
52	Cc1cc2oc(C(=O)NC3CCS(=O)(=O)C3)c(C)c2cc1C (stereo not drawn)	91	107	83	-3	1	3	95	-4	4
53	CC(C)n1c(-c2ccccc2F)n[nH]c1=S	108	106	94	.	0.7	.	104	0	28
54	O=C(c1cnccn1)N(Cc1ccco1)C1(C(=O)NC2CCCCC2)CCCCC1	110	.	.	-11	0.9	-2	.	0[fluorescence artefact?]	10
55	O=C(NCc1ccc(F)cc1)c1cc(-c2ccco2)on1	127	91	96	-2	0.9	7	99	-15	7
56	Cc1ccc(NC(=O)CN2C(=O)NC3(CCc4ccccc43)C2=O)cc1Cl (stereo not drawn)	.	.	.	4	0.8	-3	.	.	20
57	Cc1nn(Cc2ccccc2Cl)c(C)c1NC(=O)C1C2CCC(O2)C1C(=O)O (stereo not drawn)	102	105	105	16	0.1	0	95	-4	94*
58	CC(=O)Nc1ccc(S(=O)(=O)NC2=C(N3CCN(c4ccc(F)cc4)CC3)C(=O)c3ccccc3C2=O)cc1	88	72	65	2	0.7	1	4.8*	-3[fluorescence artefact?]	26
59	CCc1nc(SCC(=O)Nc2nccs2)c2oc3ccccc3c2n1	138[fluorescence artefact?]	76	13*	.	0.6	.	69	56*[fluorescence artefact?]	38
60	Cc1cnnc2ccc3c(no[n+]3[O-])c12	83[fluorescence artefact?]	107	33*	5	1	-2	102	11	-4
61	CCCCNC(=O)CSc1nnc(-c2ccco2)n1C	105	100	82	-12	0.8	2	103	0	20
62	CN(CC(=O)NCCCN1CCOCC1)S(=O)(=O)c1ccc(Br)cc1	107[fluorescence artefact?]	100	93	-2	1.1	0	94	-17	-12
63	COc1ccc(N=NC2=C(O)CC(C)(C)CC2=O)cc1	122	102	89	-14	1	5	90	-7	1
64	Fc1cccc(-c2nn[nH]n2)c1	111	101	97	-28	0.8	2	106	4	17
65	C=CCn1c(N2CCCCCC2)nc2c1c(=O)[nH]c(=O)n2C	122	98	76	-34	0.8	8	112	-2	17
66	CCCCOC(=O)Nc1ccc(S(=O)(=O)Nn2cnnc2)cc1	.	.	.	12	1.2	-3	.	.	-22
67	CCc1cc2cccc(C)c2nc1SCC(=O)N1CCN(C(=O)c2ccco2)CC1	83	91	82	-1	0.6	2	69	6[fluorescence artefact?]	42
68	Cn1nccc1/C=C(/C#N)S(=O)(=O)c1ccccc1	123	91	98	-15	0.7	2	84	-6	30
69	O=S(=O)(N1CCCCC1)n1nnc2ccccc21	89	90	101	-28	0.2	1	98	-8	82*
70	CCOC(=O)C(CSCc1ccccc1)NC(=O)OC(C)(C)C (stereo not drawn)	.	.	.	-4	0.6	-4	.	.	37
71	COc1cccc(C(C#N)N2N=C(C)CC2(C)C)c1O (stereo not drawn)	105	107	88	.	.	.	78	-7	.
